EP2 antag = inhibitors of human EP2 prostaglandin E2 receptor. C6 glioma cells expressing human EP2, cAMP TR-FRET; cells stimulated with saturating PGE2. inhibition, % at 25 µM. hit rate 0.52% among 260,000;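 active means percent inhibition above 40 after rounding to a whole number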;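 further: rat C6 glioma host cells with rolipram phosphodiesterase inhibitor present; the protocol text gives 20 µM as final concentration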
Target sequence (P43116 whole entry, looked up): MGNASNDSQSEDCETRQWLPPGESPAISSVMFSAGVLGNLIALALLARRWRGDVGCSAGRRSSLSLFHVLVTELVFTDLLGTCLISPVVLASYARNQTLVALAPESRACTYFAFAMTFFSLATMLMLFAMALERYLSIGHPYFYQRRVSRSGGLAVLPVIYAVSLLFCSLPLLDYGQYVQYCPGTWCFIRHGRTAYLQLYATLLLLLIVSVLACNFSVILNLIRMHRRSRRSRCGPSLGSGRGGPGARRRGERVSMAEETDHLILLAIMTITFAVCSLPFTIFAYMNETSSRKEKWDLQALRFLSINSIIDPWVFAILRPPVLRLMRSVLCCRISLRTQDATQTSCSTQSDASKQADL
FXIa inh = blocks human coagulation factor XIa protease activity; purified FXIa, Boc-Glu-Ala-Arg-AMC fluorogenic substrate; inhibition, % at 5 µM; P03951; hit rate 0.14% among 220,000;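 active means inhibition of at least 40%; inactive means inhibition below 40%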;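 further: fluorescence of freed AMC excited at 355 nm; 0% = enzyme without compound and 100% = no enzyme blank; many of its hits are not listed in these tables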
PPC-1+TRAIL kill = PPC-1 cancer cell killing with TRAIL present. AID 1443. hit rate 0.41% among 220,000. PPC-1 cells + TRAIL, ATPLite viability luminescence. cell killing (% activity), % at 4 µM;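 active means cell killing above 50% in the first pass at 4 µM, then a duplicate retest at 5 µM averaging 50% or more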;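 further: plate controls were cells with TRAIL plus DMSO for no effect and medium-only wells lacking cells for full effect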
Wee1 degr inh = human Wee1 degradation inhibition, primary screen; reporter increase, % at 5 µM; AID 1321; P30291; hit rate 1.2% among 220,000; HeLa Luc-Wee1K328M stability, luciferase luminescence; 100% = proteasome inhibitor MG132 effect;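 active means activation above the mean of all tested compounds plus 3 SD, set per screening run, cut at about 8.8% in these data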;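 further: cells exposed to compound for 20 h before luminescence read; 0% = DMSO alone and 100% = MG132 at 30 µM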
CHOP inhibitor = inhibitors of CHOP induction in ER stress response; CHO-K1 CHOP-promoter luciferase, tunicamycin-induced, 15-18 h; AID 2732; inhibition, % at 10 µM; hit rate 3.8% among 220,000;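 active means compounds that reduced the stress-induced luciferase reporter signal by more than about 70% of percent inhibition, limit read from the data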;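 further: 0% = tunicamycin plus vehicle and 100% = wells without tunicamycin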
TNF death inh = TNF-alpha cell death inhibition in Jurkat FADD-/- cells; activation (protection from cell death), % at 10 µM; AID 463075; Jurkat FADD-/- TNF necroptosis rescue, ATP luminescence, 24 h; 0 = TNF only, 100 = no-TNF cells; hit rate 0.068% among 220,000;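 active means activation, meaning protection from cell death, of at least 50% relative to plate controls; inactive means activation below 50%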;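 further: necroptosis triggered by 40 ng/mL TNF-alpha added together with compound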
L929 necroptosis = L929 zVAD cell death inhibition; hit rate 0.38% among 220,000; L929 zVAD necroptosis rescue, ATP luminescence, 24 h; with zVAD 60 µM; viability rescue, % at 10 µM;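 active means activation, scaled between plate controls, above about 75%, limit read from the data; inactive means activation under that limit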;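 further: 0% = zVAD with DMSO and 100% = DMSO alone without zVAD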
FXIIa inh 1536 = inhibitors of human coagulation factor XIIa; hit rate 0.3% among 220,000; purified FXIIa, Boc-QGR-AMC fluorogenic substrate, 2 h; AID 800; P00748; inhibition, % at 5 µM; in the data active means inhibition above about 40%;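 further: 0% = enzyme with no compound and 100% = blank without enzyme; many of its hits are not listed in these tables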
Target sequence (P00748 20-372 limits assumed): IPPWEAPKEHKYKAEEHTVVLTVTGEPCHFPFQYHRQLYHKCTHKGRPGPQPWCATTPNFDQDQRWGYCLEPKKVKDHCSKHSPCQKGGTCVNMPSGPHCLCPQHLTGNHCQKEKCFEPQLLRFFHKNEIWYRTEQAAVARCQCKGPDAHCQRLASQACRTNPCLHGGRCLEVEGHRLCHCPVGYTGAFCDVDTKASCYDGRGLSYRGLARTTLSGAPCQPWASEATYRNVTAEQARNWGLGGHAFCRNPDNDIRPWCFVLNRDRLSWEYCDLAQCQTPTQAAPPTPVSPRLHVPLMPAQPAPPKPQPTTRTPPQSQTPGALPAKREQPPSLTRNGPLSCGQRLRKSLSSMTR
Target sequence (P00748 373-615 limits assumed): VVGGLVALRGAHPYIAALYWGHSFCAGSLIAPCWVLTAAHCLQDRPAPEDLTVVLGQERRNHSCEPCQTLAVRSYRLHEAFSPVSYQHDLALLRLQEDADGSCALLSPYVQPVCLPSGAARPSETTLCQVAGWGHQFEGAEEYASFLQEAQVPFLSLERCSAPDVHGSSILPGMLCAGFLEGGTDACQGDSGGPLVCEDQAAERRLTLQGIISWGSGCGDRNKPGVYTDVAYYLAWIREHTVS
Tb hexokinase = blocks Trypanosoma brucei hexokinase 1 activity; hit rate 0.11% among 220,000; inhibition, % at 10 µM; recombinant TbHK1, G6PDH-coupled NADH A340;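 active means inhibition of 50% or more in the single-dose primary screen; inactive means inhibition below 50%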
* = called active by the depositor; nt = no result given; & = joins results of further samples. Only part of the results is shown, so the mix of outcomes need not match the whole.

SMILES | EP2 antag | FXIa inh | PPC-1+TRAIL kill | Wee1 degr inh | CHOP inhibitor | TNF death inh | L929 necroptosis | FXIIa inh 1536 | Tb hexokinase
Cc1ccc(-c2nnc(Nc3ccc4c(c3)nc(C)n4C)c3ccccc23)cc1 | 12 | 1 | 16 | 2 | 42 | -15 | 55 | 17 | -19
CC(=O)OCC(=O)[C@H]1CC[C@H]2[C@@H]3CCC4=CC(=O)CC[C@]4(C)[C@H]3CC[C@]12C | 14 | -4 | 13 | -2 | 39 | -0.9 | 58 | 3 | -3
O=Cc1ccc(O)c2ncccc12 | 1 | 1 | 12 | -2 | 20 | -23 | 12 | 11 | -9
CC(=O)Nc1ccc(CN2CCCC(CO)(Cc3cccc(Cl)c3)C2)cc1 (stereo not given) | 12 | 5 | 19 | -1 | 25 | 1.7 | 0.1 | 12 | -5
O=C(NC1CCCCC1)NC1CCN(S(=O)(=O)c2ccc3c(c2)OCCO3)CC1 | 5&16 | 1 | 16 | -2 | 6 | -0.2 | 1.9 | 4 | -7
CSc1ccc(CNc2nc3ccccc3n3cnnc23)cc1 | 10 | 2 | -20 | 0 | 10 | -0.4 | 0.1 | 9 | -24
Oc1cc(NCc2cccnc2)ccc1-c1nc2ccccc2o1 | 11 | 5 | -1 | 1 | -9 | 1.7 | 1.0 | 0 | -20
O=C(c1ccco1)N1CCN(C(=O)c2ccc(Cn3cc(Br)cn3)o2)CC1 | nt | -2 | -33 | 3 | -13 | -1.3 | 0.5 | 10 | -7
O=C(CCCc1ccccc1)Nc1ccccn1 | 1 | -5 | -20 | -3 | 17 | 3.8 | 2.6 | 2 | 1
CN(CC(=O)Nc1ccc2c(c1)OCO2)S(=O)(=O)c1ccc2c(c1)CCC(=O)N2 | 7 | 4 | 6 | 0 | -14 | 1.6 | -0.6 | 6 | -7
O=C(N/N=C/c1cccc(Oc2ccccc2)c1)c1ccncc1 | 10 | -2 | 5 | 1 | -5 | -0.4 | 0.6 | 6 | -7
COCCNC(=O)/C(C#N)=C\c1ccc(CNS(=O)(=O)c2ccc(C)cc2)o1 | 8 | -3 | 20 | -4 | 9 | 0.0 | 11 | 5 | -26
CC(C)(CO)NC(=O)C(c1ccccc1)c1ccccc1 | 7 | -4 | 9 | -3 | 3 | -2.9 | -0.6 | 0 | -3
O=C1OC(c2cccs2)=N/C1=C/c1ccc(-c2cccc(C(=O)O)c2)o1 | 2 | 30 | 15 | 3 | -7 | -2.0 | 2.4 | 13 | 1
Cc1ccc(/C=N/N2CCN(Cc3cccc4ccccc34)CC2)o1 | 9 | 1 | -2 | -2 | 72* | -2.9 | 0.4 | -8 | -13
O=C(Nc1cnn(C23CC4CC(CC(C4)C2)C3)c1)c1cnn2c(C(F)(F)F)cc(-c3ccco3)nc12 | 11 | 0 | 5 | -2 | 41 | -4.9 | 1.4 | 7 | -19
CCOc1ncccc1C(=O)Nc1ccc(F)c(Cl)c1 | 12 | -2 | 10 | 1 | 16 | -0.1 | 13 | 8 | 5
O=C(Nc1cc(C(F)(F)F)ccc1-n1cncn1)c1ccc(Br)cc1 | 7 | 5 | 12 | 0 | 38 | -0.4 | 0.6 | 15 | -1
O=C(Nc1ccc(Oc2cccc(C(F)(F)F)c2)nc1)c1ccco1 | 8 | 7 | 17 | -1 | 11 | 0.6 | 0.9 | 7 | -1
CCCN(CCC)CCCNC(=O)CCNS(=O)(=O)c1ccc(Br)cc1 | 7 | 6 | -6 | 0 | 28 | 4.0 | nt | 12 | -1
CCS(=O)(=O)Nc1ccc(C2=NN(C(=S)Nc3ccccc3)C(c3ccco3)C2)cc1 (stereo not given) | 9 | 23 | 2 | -2 | -17 | 2.1 | 1.0 | 21 | -13
CCCNC(=O)CCCCn1c(=S)[nH]c2c([nH]c3ccc(OC)cc32)c1=O | 10 | -1 | 16 | 3 | -17 | -0.2 | 2.2 | 9 | -1
Cc1ccc2c(c1)NC(=O)c1cc([N+](=O)[O-])ccc1O2 | 3 | -3 | -1 | 0 | 10 | 1.1 | -0.5 | 8 | -7
Cc1ccc(-c2cc(C(F)F)nc(N3CCOCC3)n2)cc1 | 9 | 14 | 6 | -2 | 19 | -1.2 | 0.8 | 2 | -1
Cn1c(SCCCC(=O)c2ccc(Br)cc2)nnc1-c1ccncc1 | nt | 4 | 28 | 0 | 42 | -4.5 | -0.5 | 16 | 0
Cn1nc(NC(=O)C2CCC2C(=O)O)c2c(F)cccc21 (stereo not given) | 7 | 4 | -1 | -2 | 0 | 2.7 | -0.4 | 10 | -8
CCOC(=O)C1C(C(=O)NN)C1C(=O)Nc1ccccc1 (stereo not given) | 9 | -2 | 10 | -2 | -14 | 0.3 | 1.4 | 1 | 3
Cc1ccc(NC(=S)N(Cc2cccc(Br)c2)CC2CCC(C(=O)O)CC2)cc1Cl (stereo not given) | 6 | 2 | 1 | 2 | -1 | -0.2 | 1.5 | 12 | 1
O=c1c(C(c2ccc(Br)cc2)c2c(O)nc3n(c2=O)CCCS3)c(O)nc2n1CCCS2 | 12 | 4 | 14 | -1 | -2 | 1.1 | 0.4 | 12 | 12
COc1cc(C=C(c2nc3ccccc3s2)c2nc3ccccc3s2)ccc1O | 5 | 5 | -1 | 1 | 74* | 0.0 | 3.1 | 6 | -16

Some of the entries so far, as tab-separated lines.
compound	EP2 antag	FXIa inh	PPC-1+TRAIL kill	Wee1 degr inh	CHOP inhibitor	TNF death inh	L929 necroptosis	FXIIa inh 1536	Tb hexokinase
Cc1ccc(NC(=S)N(Cc2cccc(Br)c2)CC2CCC(C(=O)O)CC2)cc1Cl (stereo not given)	6	2	1	2	-1	-0.2	1.5	12	1
O=c1c(C(c2ccc(Br)cc2)c2c(O)nc3n(c2=O)CCCS3)c(O)nc2n1CCCS2	12	4	14	-1	-2	1.1	0.4	12	12
COc1cc(C=C(c2nc3ccccc3s2)c2nc3ccccc3s2)ccc1O	5	5	-1	1	74*	0.0	3.1	6	-16

The list goes on:
SMILES | EP2 antag | FXIa inh | PPC-1+TRAIL kill | Wee1 degr inh | CHOP inhibitor | TNF death inh | L929 necroptosis | FXIIa inh 1536 | Tb hexokinase
O=C1c2cccnc2C(Nc2ccc(F)c(Cl)c2)N1Cc1cccs1 (stereo not given) | 5 | 11 | -15 | 1 | 3 | 0.2 | -1.4 | 14 | 8
CCOc1ccccc1C1C2=C(COC2=O)Nc2cc3c(cc21)OCO3 (stereo not given) | 12 | -2 | 18 | 1 | -19 | -9.2 | -1.0 | 9 | -20
O=C(CCC1CCCCC1)Nc1nccs1 | 5 | -3 | 13 | -3 | 20 | 3.4 | 0.8 | 5 | 3
Cc1cc(C(F)F)n2ncc(C(=O)NCCc3ccc(Cl)cc3)c2n1 | 31 | -4 | -9 | 1 | 37 | -1.2 | 0.3 | 14 | -5
Cc1nn(-c2ccccc2)c2c1C(c1ccc(Cl)cc1)N(c1ccccc1)C(=O)N2 (stereo not given) | 6 | 5 | 9 | -3 | 13 | 1.4 | 0.1 | 7 | -7
Cc1noc(C)c1C(=O)NCc1ccccc1 | 10 | -27 | 24 | 0 | -25 | 4.9 | 0.2 | 3 | 2
Cc1cc(C)nc(-n2nc(C)cc2NC(=O)c2cccc(S(=O)(=O)N3CCOCC3)c2)n1 | 7 | -5 | -20 | 1 | -17 | -2.7 | -0.7 | 4 | -10
Cc1oc2c(C)c3oc(=O)c4c(c3cc2c1C)CCCC4 | 4 | 4 | -2 | 0 | 19 | 1.6 | 3.2 | 10 | -7
COc1ccc(C2N(S(=O)(=O)c3ccccc3)CCN2S(=O)(=O)c2ccc(C)cc2)cc1 (stereo not given) | 10 | -6 | 25 | -1 | 14 | -0.1 | 0.2 | 3 | -1
COc1ccc(/C=N\NC(=O)c2cccc([N+](=O)[O-])c2)cc1Cn1cc([N+](=O)[O-])cn1 | 5 | -5 | -3 | -1 | -6 | 2.9 | 0.4 | 2 | 5
CCOC(=O)COc1ccc(/C=C2\NC(=S)N(CC)C2=O)cc1 | 19 | 7 | 20 | -2 | 3 | 3.3 | 1.8 | 14 | 28
COc1ccc(-c2nc3ncccn3c2Br)cc1 | 4 | 0 | 14 | -2 | 0 | -0.1 | 1.7 | 4 | -14
Cc1c(C#N)c2ccccc2n1CC(=O)N1CCCc2ccccc21 | 9 | 1 | -9 | -2 | 7 | 0.2 | -0.2 | 8 | 1
COc1cc(OC)cc(C(=O)NCCCN2CCN(CCCNC(=O)c3cc(OC)cc(OC)c3)CC2)c1 | 7 | 29 | 8 | -4 | 14 | 2.2 | 0.5 | 27 | -3
CC(=O)N1CCC(C(=O)Nc2ccccc2)(N(Cc2ccccc2)C(=O)c2cccnc2)CC1 | 6 | -19 | 20 | -3 | 17 | -0.4 | 0.5 | 0 | 0
Cc1cc(C)c(C(=O)COC(=O)c2ccc([N+](=O)[O-])o2)cc1C | 11 | -3 | 2 | 1 | 44 | -1.1 | 2.5 | 6 | -3
CC(C)=CCN1CCN(CC#Cc2ccccc2)CC1CCO (stereo not given) | 10 | -4 | 4 | -4 | 15 | 1.0 | -0.2 | 6 | -2
COc1ccc(CNC(=O)c2ccccc2[N+](=O)[O-])cc1 | 3 | 5 | 6 | 0 | 2 | -1.0 | -0.3 | 22 | 4
O=C(Nc1ccc(Cl)cn1)c1cc2ccccc2o1 | 13 | -12 | 22 | 4 | 1 | -0.3 | 0.3 | -7 | -1
COc1ccc(N2CCN(C(c3cc4cc(C)ccc4[nH]c3=O)c3nnnn3Cc3ccccc3)CC2)cc1 (stereo not given) | 2 | -1 | 2 | -2 | 47 | -1.9 | 0.1 | 18 | -19
CCCCSc1ncnc2[nH]ncc12 | 12 | 4 | -6 | 4 | 8 | -2.5 | 0.2 | 6 | -9
Cc1ccc(S(=O)(=O)N/N=C2/CC(=O)CC(C)(C)C2)cc1[N+](=O)[O-] | 4 | -5 | 3 | 6 | 1 | -0.8 | -0.6 | 0 | -20
Cc1ccc(S(=O)(=O)N(CC(=O)N/N=C\c2cccs2)c2cccc3cccnc23)cc1 | 7 | 1 | 10 | -1 | -2 | -2.3 | 0.2 | 7 | 0
COc1ccc(OC)c(NC(=O)c2cc(-c3cc(Cl)ccc3O)n[nH]2)c1 | 7 | 1 | 7 | 0 | 103* | -2.4 | 1.5 | 14 | -23
CC(=O)NC1C(OCc2ccccc2)OC2COC(c3ccccc3)OC2C1OCC(=O)O (stereo not given) | 6 | -7 | 22 | -1 | -10 | 0.1 | 4.1 | 4 | -7
CC(C)c1ccccc1NC(=O)COc1ccc2c(=O)c(Oc3ccc4ccccc4c3)coc2c1 | 6 | 6 | 23 | 2 | 25 | 2.5 | 1.3 | 4 | -2
Cc1cc(-c2nnc(SCc3ccccn3)o2)no1 | 6 | 2 | -9 | -2 | 28 | 1.4 | -0.1 | 6 | -17
CC1(C)CNC(=O)CC(C)(C)N1O | -6 | 15 | 35 | -1 | -26 | -0.9 | 0.0 | 13 | 3
COC(=O)c1[nH]c2ccccc2c1NC(=O)c1ccccc1F | 4 | 3 | 21 | -2 | 14 | -3.7 | 2.2 | 11 | -21
COc1ccc(-c2c(C(C)=O)c(C)n(C)c2C)cc1 | 19 | 6 | 10 | -2 | -10 | -1.2 | -0.1 | 14 | -4
Cc1cc(Br)ccc1-n1[nH]c(C)c(C=Nc2cccc3nsnc23)c1=O | 3 | 3 | 11 | 0 | 21 | -2.6 | 49 | 15 | -3
COc1cc(NC(=O)CSc2nc3[nH]ncc3c(=O)n2-c2ccccc2C)cc(OC)c1OC | 11 | -4 | 14 | 3 | 23 | 4.2 | nt | 1 | 0
CC1(C)Cc2ccccc2C(CSc2ccccc2C(=O)O)=N1 | 7 | -5 | 3 | -3 | -3 | -0.1 | 2.9 | 1 | -12
CCOc1ccccc1NC(=S)Nc1ccc(S(N)(=O)=O)cc1 | 6 | -4 | 1 | 8 | 19 | 0.9 | 0.2 | 9 | -15
